# Source: PubChem BioAssay
# M1AAP inhibition: P. falciparum M1AAP inhibitors, biochemical, fluorogenic H-Leu-NHMec substrate, 1536-well (AID 1445). inhibition, % at 30 µM; hits with a dose series show IC50 in µM. recombinant M1AAP, H-Leu-NHMec fluorogenic kinetic assay; higher % means a stronger effect. actives 0.42% (n = 220,000);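 active = primary inhibition above the hit cutoff, then over 50% inhibition at one or more dose response concentrations, cut at about 23% in these data, passing the limit was not always enough; inconclusive = conflicting primary data, or primary hits not chosen for dose response; inactive = low primary inhibition, or under 50% at every dose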;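 also: plate controls were DMSO full reaction for no effect and no enzyme background for full effect; strong numbers were not always called active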
# T cell modulator: T cell immune modulators affecting CD8 T cell-vesicle binding. 2C CD8+ T cell-vesicle binding, flow cytometry; hits give low values. calls only at 7 µM. actives 0.068% (n = 330,000);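 active = response, share of CD8 T cells binding vesicles, and their 90th percentile fluorescence all below set limits, cut at about 80% in these data, passing the limit was not always enough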
#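 Read-out – percent CD8+ FL2 mean versus row control · System – murine 2C transgenic CD8+ T lymphocytes · Times – 1.5 h cell–vesicle binding at 37 °C, then 20 min icy labelling · Control set – naked vesicles low, QL9 vesicles with vehicle high · Detection – cytometric PE anti-B7-1 and Alexa647 anti-CD8 signals after 1% paraformaldehyde fixation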
# RSV antiviral HEp-2: RSV antiviral activity via CPE protection, HEp-2 cells, primary 10 µM value included (AID 2391). HEp-2 cells, RSV-induced CPE inhibition; higher % means a stronger effect. CPE inhibition, % at 10 µM; hits with a dose series show IC50 in µM. actives 0.13% (n = 310,000); in the data active = a potency from the dose series; inconclusive = CPE inhibition mostly from about 23% at the one dose, without a potency; inactive = the rest, 99 in 100 with CPE inhibition below about 21%; also: strong numbers were not always called active
# UTI89 phage lysis: protection from phage-mediated lysis, alamar blue read-out – E. coli UTI89, K1F phage, bacterial capsule biogenesis inhibitors (AID 488966) | inhibition, % at 100 µM, or IC50 in µM where a hit was titrated | actives 0.02% (n = 340,000) | E. coli UTI89 K1F phage lysis, alamar blue, 2 h; higher % means a stronger effect;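 active = phage lysis inhibition, versus mean bacterial control, above a set limit; inconclusive = no clear call, values can overlap the other calls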;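 also: capsule biogenesis inhibitors block K1F phage lysis so surviving cells raise fluorescence; higher fluorescence means more inhibition of phage lysis; actives were called in the ten point dose series up to 300 µM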
# PMI inhibitors: MPI enzyme activity inhibition – biochemical, fluorescence intensity, coupled assay, primary screen (AID 1209); purified PMI enzyme, coupled fluorescence intensity; higher % means a stronger effect; inhibition, % at 20 µM; hits with a dose series show IC50 in µM; actives 0.42% (n = 190,000);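 also: plate controls were DMSO vehicle for no effect and wells lacking substrate for full effect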
# West Nile antiviral: inhibition of WNV-induced cytopathic effect – cell-based, CPE readout (AID 1621) | one-dose CPE inhibition, % at 10 µM; IC50 in µM for titrated hits | actives 0.02% (n = 290,000) | West Nile virus-infected cells, CPE inhibition; higher % means a stronger effect; in the data active = a potency from the dose series; inconclusive = CPE inhibition mostly from about 3.7% at the one dose, without a potency; inactive = the rest, 99 in 100 with CPE inhibition below about 2.2%; also: strong numbers were not always called active
# TNAP activators: stimulation of alkaline phosphatase TNAP activity – biochemical, luminescent, no phosphate acceptor, uHTS, primary screen (AID 1001); purified TNAP, luminescent activation assay, no phosphate acceptor; higher activation fold means a stronger effect; one-dose activation fold at 20 µM; EC50 in µM for titrated hits; actives 0.03% (n = 200,000); in the data active = activation fold from about 3, or a potency from the dose series; inactive = the rest, 99 in 100 with activation fold below about 1.6; also: many of its hits are not listed in these tables
# PMI inhibition: MPI inhibition at elevated mannose 6-phosphate – biochemical, fluorescence intensity, high mannose 6-phosphate, primary screen (AID 1220); recombinant PMI enzyme, coupled fluorescence intensity; higher % means a stronger effect; inhibition, % at 20 µM; hits with a dose series show IC50 in µM; actives 0.66% (n = 190,000)
# P. falciparum M17LAP: P. falciparum M17LAP inhibitors, primary screen, biochemical, fluorogenic H-Leu-NHMec substrate, 1536-well (AID 1619). recombinant M17LAP, H-Leu-NHMec fluorogenic kinetic assay; higher % means a stronger effect. inhibition, % at 30 µM; hits with a dose series show IC50 in µM. actives 0.38% (n = 220,000);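 active = compound inhibiting the enzyme by more than half at any dose during confirmatory dose-response retesting; inconclusive = strong single-dose inhibitors picked by rank but not retested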;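 also: plate controls were full reaction with DMSO carrier for no effect and no enzyme background for full effect; strong numbers were not always called active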
# T cell modulator vesicle-bound %: also measured in T cell modulator; calls as there; double positive events, %; measured here: CD8+ vesicle-bound cell fraction;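 binding gate set so that unloaded-vesicle control wells show 10% double positive cells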
# Active calls of the source: *; i = inactive; ? = inconclusive; / = not tested or not shown; [ ] = dose if it differs, or a comment. Rule as the data show it, unless noted: active = inhibition above about 50%; inactive = the rest.
# Start of the listing, in advance (5 entries):
SMILES,M1AAP inhibition,T cell modulator,T cell modulator vesicle-bound %,RSV antiviral HEp-2,UTI89 phage lysis,PMI inhibitors,West Nile antiviral,TNAP activators,PMI inhibition,P. falciparum M17LAP
Cc1ccc(NC(=O)CCc2ccc(S(=O)(=O)NC3CCCCC3)cc2)cc1,12%,i,44,0.5%,0.4%,6%,0.2%,0.9,18%,7%
CCc1ccccc1N(C1=NCCCS1)S(=O)(=O)c1ccc(C(C)(C)C)cc1,4%,i,35,0.3%,0.1%,14%,-1.6%,1.1,2%,1%
CCc1ccc(NC(=O)NCc2ccc3c(c2)OCO3)cc1,/,i,4,1.3%,0.5%[50 µM],/,-0.7%,/,/,/
O=C(Cn1cnc2ccccc21)OCC(=O)N1CCCc2ccccc21,2%,i,30,2.2%,-0.4%,9%,/,1,6%,24%
O=C(N/N=C/c1cn(Cc2ccccc2)c2ccccc12)c1cc(O)cc(O)c1,/,i,56,1.7%,0.0%,/,0.6%,/,/,/

# The whole of this part, repeating the preview:
SMILES,M1AAP inhibition,T cell modulator,T cell modulator vesicle-bound %,RSV antiviral HEp-2,UTI89 phage lysis,PMI inhibitors,West Nile antiviral,TNAP activators,PMI inhibition,P. falciparum M17LAP
Cc1ccc(NC(=O)CCc2ccc(S(=O)(=O)NC3CCCCC3)cc2)cc1,12%,i,44,0.5%,0.4%,6%,0.2%,0.9,18%,7%
CCc1ccccc1N(C1=NCCCS1)S(=O)(=O)c1ccc(C(C)(C)C)cc1,4%,i,35,0.3%,0.1%,14%,-1.6%,1.1,2%,1%
CCc1ccc(NC(=O)NCc2ccc3c(c2)OCO3)cc1,/,i,4,1.3%,0.5%[50 µM],/,-0.7%,/,/,/
O=C(Cn1cnc2ccccc21)OCC(=O)N1CCCc2ccccc21,2%,i,30,2.2%,-0.4%,9%,/,1,6%,24%
O=C(N/N=C/c1cn(Cc2ccccc2)c2ccccc12)c1cc(O)cc(O)c1,/,i,56,1.7%,0.0%,/,0.6%,/,/,/
CCOC(=O)N1CCN(C(=O)C(C)c2ccc([N+](=O)[O-])cc2)CC1 (stereo not drawn),/,i,61,4.5%,-1.0%,/,-0.6%,/,/,/
COc1cccc(NC(=O)CSc2nnc3cc(C)nc(N)n23)c1,3%,i,2,2.8%,0.3%,11%,0.7%,1,8%,52%
COC(=O)c1ccccc1NC(=O)COc1ccc(S(=O)(=O)N2CCCC2)cc1C,3%,i,21,0.1%,0.4%,7%,-0.3%,1.1,1%,4%
Cc1ccc(Oc2nc3ccccn3c(=O)c2/C=C(\C#N)C(=O)NC2CCS(=O)(=O)C2)c(C)c1 (stereo not drawn),/,i,9,-0.1%,0.4%,/,-1.0%,/,/,/
COc1cccc(Nc2ncccc2C(=O)NCc2ccccc2)c1,3%,/,/,/,-0.5%,32%,-0.3%,1.1,21%,11%
CCC(=O)N1CCc2cc(S(=O)(=O)NCCC(=O)NCc3ccccc3OC)ccc21,/,i,28,0.5%,1.3%,/,0.0%,/,/,/
CCOc1ccccc1OCCOCCOc1ccccc1[N+](=O)[O-],4%,i,52,1.2%,2.0%,-4%,-0.8%,1.1,6%,5%
CCn1c(CN2CCN(C(c3ccccc3)c3ccccc3)CC2)nc2c1c(=O)n(C)c(=O)n2C,/,i,30,3.7%,0.2%,/,-1.1%,/,/,/
COc1cc(CNC2CCCC2)cc(Cl)c1OCc1ccccc1F,-3%,i,49,-2.9%,0.3%,4%,-1.0%,1,0%,-4%
CCCCn1c(=N)n(CC(=O)C(C)(C)C)c2ccccc21,11%,i,15,-1.7%,0.6%,8%,-0.4%,1.1,14%,5%
CN1CCN(C(=O)c2cc(S(=O)(=O)Nc3ccccc3F)c(Cl)cc2Cl)CC1,4%,i,21,0.9%,0.3%,/,0.5%,/,/,-10%
O=C(c1cc(COc2ccc(F)cc2Cl)on1)N(CCO)Cc1cccs1,/,i,32,?,0.1%,/,1.5%,/,/,/
Cc1ccc2cc(C#N)c(SCC(=O)N3CCCc4ccccc43)nc2c1,-2%,i,40,0.1%,-4.8%,27%,0.3%,1.3,18%,-6%
CCOc1ccc(NC(=O)CN2C(=O)COc3ccc(S(=O)(=O)N4CCCC4)cc32)cc1,/,i,6,2.9%,0.6%,/,-0.7%,/,/,/
CCN(CC)CCn1c(NCc2ccc3c(c2)OCO3)nc2ccccc21,9%,i,47,-1.4%,0.3%,6%,-1.7%,1.1,5%,-2%
N/C(Cc1ccccc1Sc1ccccc1)=N\O,4%,i,5,1.3%,1.3%[50 µM],-12%,-0.8%,0.9,2%,-13%
O=C(CCc1ccccc1)NNC(=O)c1ccccc1C(=O)O,2%,i,38,1.1%,0.7%[50 µM],-16%,0.5%,1.1,-9%,30%
CN(CC(=O)NC(=O)NC(C)(C)C)CC(=O)Nc1ccccc1Cl,3%,i,37,-0.3%,0.7%,-1%,-0.7%,1.5,-2%,-2%
N#Cc1ccc(CSc2nnc(-c3ccccn3)n2-c2ccc(Cl)cc2)cc1,-3%,i,56,1.0%,1.0%,9%,-0.3%,1.1,1%,-6%
Cc1nc(SCCOc2ccc(F)cc2)c2ccccc2n1,-3%,i,37,5.7%,-0.2%,11%,0.0%,1.1,1%,6%
Cc1nc2c(C)cccc2c2c1COC2,-3%,i,17,0.3%,0.3%,/,0.1%,/,/,-10%
CCC(=O)c1cn(CC(=O)NCC2CCCO2)c2ccccc12 (stereo not drawn),10%,i,45,1.2%,0.8%,-10%,0.2%,1.1,-5%,-5%
CC(=O)Nc1ccc(S(=O)(=O)NCC(=O)NCCCc2ccccc2)cc1,/,i,20,1.8%,0.2%,/,-0.1%,/,/,/
CCOc1ccccc1NC(=O)C1CCN(S(=O)(=O)c2c(C)nn(C)c2C)CC1,-1%,i,23,0.9%,-1.0%,112%*,-0.1%,1.1,4%,-5%
CCN(CC)P(=O)(Nc1ccc([N+](=O)[O-])cc1)c1c(C)nn(CCC#N)c1NC(=O)c1ccc(Cl)cc1Cl (stereo not drawn),22%,i,25,-0.7%,-0.6%,-17%,-0.5%,1,-5%,8%
O=C(Nc1nc(-c2ccccc2)cs1)Nc1ccc(F)cc1F,-1%,i,60,0.3%,0.1%,-7%,-0.7%,1.1,-7%,8%
NC(=S)N/N=C/c1c(O)c(Br)cc2oc3c(c12)CCCC3,16%,i,38,7.0%,0.0%,/,-0.8%,/,/,10%
COC(=O)CNC(c1ccccc1)c1cc(Br)ccc1NC(=O)CNC(=O)OCc1ccccc1 (stereo not drawn),5%,i,43,3.3%,3.5%,22%,-0.5%,1.2,11%,14%
O=C(NCC1OCCCN1S(=O)(=O)c1cc(F)ccc1F)C(=O)NC1CCCCCC1 (stereo not drawn),-2%,i,50,-1.5%,0.3%,-5%,-1.5%,1.1,-7%,-6%
COc1ccc(CN(C(=O)c2ccco2)c2ccc(C)c(C)c2)cc1,3%,i,57,3.4%,0.1%,18%,0.3%,1.1,22%,4%
NC(=O)Cn1c(O)c(N=NC(=O)CNC(=O)/C=C/c2ccccc2)c2ccccc21,/,i,24,-0.5%,0.2%,/,0.0%,/,/,/
O=C(COC(=O)CCC(=O)c1ccc(F)cc1)Nc1ccc(N2CCOCC2)cc1,5%,i,21,2.1%,2.7%,2%,0.5%,1.1,13%,5%
CC(=O)c1ccc(N2CCN(S(=O)(=O)c3cccc4nsnc34)CC2)cc1,-6%,i,55,1.5%,-0.3%,5%,-0.5%,1.1,12%,-9%
Cn1nccc1NC(=O)CC1(CC(=O)O)CCCCC1,-2%,i,25,/,/,/,0.8%,/,/,-7%
CC1(C)CC(NCCN2CCN(C3=CC(=C(C#N)C#N)CC(C)(C)C3)CC2)=CC(=C(C#N)C#N)C1,6%,i,40,0.1%,-0.3%,-5%,-0.8%,1.2,12%,1%
FC(F)Oc1ccc(NC(=S)NC23CC4CC(CC(C4)C2)C3)cc1,/,i,41,12%,-1.1%,/,2.3%,/,/,/
CN(C(=O)COC(=O)c1cc(-c2ccccc2Cl)nc2ccccc12)C1CCS(=O)(=O)C1 (stereo not drawn),0%,i,23,1.0%,1.7%,20%,-0.8%,1,12%,-1%
CN1C(=O)CS(=O)c2ccc(C(=O)NC3CC3)cc21 (stereo not drawn),-1%,i,37,0.7%,0.8%,5%,-0.2%,1.1,4%,3%
COc1ccc(S(=O)(=O)N2CCC(C(=O)N[C@@H](C)C(=O)NC3CC3)CC2)cc1,/,i,19,-0.2%,0.1%,/,-0.3%,/,/,/
O=C(c1ccccc1C(=O)N(c1ccccc1)c1ccccc1)N1CCCCC1,-8%,i,33,1.4%,-1.7%,4%,-0.8%,1,12%,3%
COc1ccc(N2C(=O)C3CCCN3C2c2cccc(OC)c2OC)cc1 (stereo not drawn),3%,/,/,-0.5%,4.2%,2%,-0.1%,1.1,7%,8%
CC(=O)Nc1ccc(N(C(=O)CNC(=O)c2cccs2)C(C(=O)NC(C)(C)C)c2ccccc2)cc1 (stereo not drawn),-2%,i,44,-2.2%,1.9%[50 µM],/,-1.0%,1,/,8%
COc1cccc(OCc2cc(C(=O)NCCN3CCCCC3CO)no2)c1 (stereo not drawn),/,i,4,0.9%,1.4%,/,-0.1%,/,/,/
Cc1ccc(-n2ncc3c(=O)n(Cc4cccnc4)cnc32)cc1,9%,/,/,/,3.5%,-12%,-0.8%,1,-2%,11%
O=S(=O)(c1cc(Br)c(Cl)s1)N1CCCC1,-2%,i,18,1.8%,/,/,-0.1%,/,/,-3%
O=C(Nc1ccc(F)cc1)N1CCN(c2ncccn2)CC1,/,i,62,4.5%,-0.1%,6%,0.0%,1.1,1%,/
COc1ccc(NS(=O)(=O)c2ccc(N3CCCC3)c(NC(=S)Nc3cccc(C)c3C)c2)cc1,3%,i,5,10%,1.0%[50 µM],79%*,-1.4%,1.1,/,-11%
COc1ccccc1NC(=O)c1cccs1,6%,i,18,-0.3%,2.0%,1%,0.1%,1.1,1%,-1%

# Random draw from the library (roughly 1.5% active in at least one column).
